Assay outcomes deposited in PubChem BioAssay by National Center for Advancing Translational Sciences (NCATS).
aSyn yeast inh = inhibitors of alpha-synuclein toxicity in yeast | Yeast expressing alpha-synuclein, growth rescue, BacTiter-Glo, 24 h | Potency, µM (series often up to 46.1 µM), without a hit: at the top dose growth rescue (activation), actives largely listed as activators | 370,000 tested, 0.14% active; further: potency means the concentration at half of the fitted maximal effect; % of control where 0% means no effect; nearly all actives have a fitted effect of over 65% in size
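Galactose-induced alpha-syn yeast (OD600=0.02, raffinose-pregrown) + pinned cpd, 24 hr, 30 deg C; growth by BacTiter-Glo luminescence. Growth restoration scores as activation.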
GLP1R inv ag = acts as inverse agonist at human GLP-1 receptor | HEK293 GLP-1R CRE-luciferase, luminescence, 24 h; GLP-1R form is constitutively active | Potency, µM (top dose mostly 38.3 µM), without a hit: top-dose activity change, negative = inhibition, most hits filed as inhibitors | 410,000 tested, 1.6% active | AID 624417; further: potency means the concentration at half of the fitted maximal effect; on the % scale 0 is the no-effect control and ±100 the full control effect; nearly all actives have a fitted effect of over 55% in size
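Cells are plated, allowed 12 hours at 37 deg C, then treated with compounds for 24 hr before luciferase detection reagent is added and luminescence is read after 12 min at room temperature. The HEK293 line carries constitutively active GLP-1R with a cAMP-responsive reporter.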
KB-V1 MDR tox = kills drug-selected multidrug resistant KB-V1 cells; KB-V1 MDR cells viability, CellTiter-Glo, 72 h; Potency, µM (top dose mostly 46.1 µM), inactives show at the highest dose activity change, negative = cytotoxicity, usual class: cytotoxic; 400,000 tested, 3.4% active; AID 1347076; further: potency means the concentration at half of the fitted maximal effect; on the % scale 0 is the no-effect control and ±100 the full control effect; nearly all actives have a fitted effect of over 60% in size
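Potencies derive from concentration-effect curves fitted to normalized luminescence (CellTiter-Glo) of KB-V1 cells treated for 72 h at 37 degrees C in phenol-red-free DMEM containing 10% FBS.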
TDP43 rescue = inhibitors of TDP-43 toxicity in yeast | Potency, µM (series often up to 46.1 µM), for the others: top-dose growth rescue (activation), usual class: activators | TDP-43 expressing yeast growth rescue, BacTiter-Glo, 24 h | 410,000 tested, 1.8% active | AID 652104; further: potency means the concentration at half of the fitted maximal effect; % of control where 0% means no effect; nearly all actives have a fitted effect of over 50% in size
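Readout is BacTiter-Glo luminescence of cell growth, so inhibitors register as activators. TDP-43-expressing yeast at OD600=0.02 in galactose medium, after raffinose pregrowth to mid-log, were incubated with compound for 24 hr at 30 deg C.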
D3 antag = blocks the human D3 dopamine receptor; P35462; D3R cells, DiscoveRx beta-arrestin luminescence, antagonist mode; stronger effect = lower value; max response, negative = inhibition, %; 360,000 tested, 2.5% active; AID 652054; in the data active means max response below about -50%; inconclusive means no clear call, values can overlap the other calls; further: on the % scale 0 is the no-effect control and ±100 the full control effect; mostly tested at two doses, the higher about 12 µM
Target sequence (P35462 whole entry, looked up): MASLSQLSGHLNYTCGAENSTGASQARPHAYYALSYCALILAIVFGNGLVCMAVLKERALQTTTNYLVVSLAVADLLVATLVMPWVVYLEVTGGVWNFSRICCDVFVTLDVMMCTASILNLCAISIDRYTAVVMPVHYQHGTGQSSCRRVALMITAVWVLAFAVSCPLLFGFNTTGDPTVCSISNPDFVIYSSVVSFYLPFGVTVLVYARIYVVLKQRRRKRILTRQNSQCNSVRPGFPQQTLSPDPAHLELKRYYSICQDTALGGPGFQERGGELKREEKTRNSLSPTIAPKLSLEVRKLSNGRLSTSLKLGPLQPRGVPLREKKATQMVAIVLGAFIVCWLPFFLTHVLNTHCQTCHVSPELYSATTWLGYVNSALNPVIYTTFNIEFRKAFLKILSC
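Cells expressing the human receptor were seeded at 1500 cells/well, incubated overnight at 37 degrees C in 5% CO2, then exposed to library compounds with dopamine controls for 90 minutes at 37 degrees C before luminescent detection.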
PTHR1 ag = activates the human parathyroid hormone receptor PTHR1; HEK293 GP2 PTHR1 cells, GloSensor cAMP luminescence, 1 h; Potency, µM (top dose mostly 115 µM), for the others: top-dose activation, hits mostly activators; 410,000 tested, 0.075% active; Q03431; further: potency means the concentration at half of the fitted maximal effect; nearly all actives have a fitted effect of over 55% in size; some results filed as inactive show a strong effect at the top dose; inactives centre near -15; many of its hits are not listed in these tables
Target sequence (Q03431 whole entry, looked up): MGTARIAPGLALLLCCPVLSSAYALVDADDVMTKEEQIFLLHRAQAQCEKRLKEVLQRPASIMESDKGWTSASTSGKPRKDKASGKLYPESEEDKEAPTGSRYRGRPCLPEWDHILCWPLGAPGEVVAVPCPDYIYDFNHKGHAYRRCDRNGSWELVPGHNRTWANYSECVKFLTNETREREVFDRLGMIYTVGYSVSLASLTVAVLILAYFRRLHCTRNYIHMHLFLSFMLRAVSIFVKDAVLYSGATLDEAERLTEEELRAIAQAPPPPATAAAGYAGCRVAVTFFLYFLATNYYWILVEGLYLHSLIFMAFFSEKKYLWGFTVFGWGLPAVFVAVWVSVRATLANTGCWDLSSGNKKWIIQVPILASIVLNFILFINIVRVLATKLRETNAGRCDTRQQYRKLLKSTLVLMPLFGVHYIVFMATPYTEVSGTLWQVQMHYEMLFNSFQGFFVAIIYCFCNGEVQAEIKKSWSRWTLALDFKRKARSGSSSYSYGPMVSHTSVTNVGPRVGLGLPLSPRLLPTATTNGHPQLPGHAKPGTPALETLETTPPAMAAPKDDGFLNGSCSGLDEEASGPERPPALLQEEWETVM
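HEK-293-derived GP2 cells expressing PTHR1 and a GloSensor cAMP reporter, 3,000/well, plated overnight, given luciferin plus IBMX (each 0.5 mM as added) for 1 h at 37 °C, then compound for 1 h at 37 °C. Luminescence was read after 15 min at room temperature.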
GLP1R cytotox = cytotoxicity counter-screen for GLP-1 receptor inverse agonists. HEK293 cAMP-luciferase reporter cells, luminescence, 24 h. Potency, µM (doses to about 38.3 µM), for the others: at the top dose activity change, negative = inhibition, actives largely listed as inhibitors. 410,000 tested, 0.13% active. AID 624418;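 further: loss of luciferase light is scored as toxicity; potency means the concentration at half of the fitted maximal effect; on the % scale 0 is the no-effect control and ±100 the full control effect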
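Quantitative HTS format, 1536 wells, 200 cells/uL seeded. Compounds: 23 nL, 24 h, 37 °C. Detection: luciferase reagent, luminescence at 12 min RT; decreased signal taken as cytotoxic.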
D3 ag = agonists of human D3 dopamine receptor. P35462. D3R DiscoveRx beta-arrestin cells, luminescence, 90 min. max activation, %. 410,000 tested, 0.58% active. AID 652048; in the data active means max activation above about 30%; further: 0% is about no effect; mostly tested at two doses, the higher about 12 µM
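Agonist mode: compounds and dopamine controls were applied to plated cells for 90 min at 37 degrees C after an overnight attachment at 1500 cells/well. Luminescent read-out followed 30 - 60 minutes at room temperature with DiscoveRx detection reagent.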
GLP1R ag = agonists of human GLP-1 receptor; P43220; HEK293 GLP-1R CRE-luciferase, luminescence, 4-6 h; cells express a hypersensitive GLP-1R form; Potency, µM (titrated, usually from 45.6 µM), for the others: top-dose activation, hits mostly activators; 380,000 tested, 0.007% active; AID 624172; further: potency means the concentration at half of the fitted maximal effect; % of control where 0% means no effect
Active calls of the source: *; i = inactive; ? = inconclusive; nt = not tested or not shown; [ ] = remark or other dose. Unless noted, the call rests on the fitted dose curve; in most records, active means well fitted curve in the direction sought with a large enough effect; inconclusive means small, poorly fitted or top-dose-only effect, or another doubt; inactive means no such curve, though single readings can be large; an effect the other way counts as inactive or inconclusive. The list is partial; count on the stated rates, not on these rows.

Fields: KB-V1 MDR tox, TDP43 rescue, PTHR1 ag, aSyn yeast inh, GLP1R inv ag, D3 ag, GLP1R ag, D3 antag, GLP1R cytotox
- N#Cc1c(-c2cccnc2)cc(-c2ccccc2)nc1N
    -25%, -10%, -17%, -8%, 43%[activator], -3, 21%, -12, 0%
- O=C(NCC1CCCO1)C(c1ccco1)N(Cc1ccc(F)cc1)C(=O)CN1C(=O)c2ccccc2S1(=O)=O (stereo not given)
    -10%, 2%, -24%, 2%, -7%, -28, 11%, -29, 20%
- C/C(=N/NC(=O)c1cccs1)c1ccco1
    6%, 13%, i, 5%, 5%, 6, 1%, 11, -11%
- O=C(/C=C/c1ccccc1Cl)N1CCOCC1
    0%, 10%, -13%, 2%, 14%, 0, 1%, -9, 4%
- COc1cc(NC(=O)C2(C)CCN2C(C)C)cc(OC)c1OC (stereo not given)
    6%, 20%, i, -1%, -18%, 10, 5%, 21, 2%
- CCOc1ccccc1C1C(C#N)=C(N)Oc2cc(C)n(Cc3ccccn3)c(=O)c21 (stereo not given)
    -22%, 7%, -37%[inhibitor][57.5 µM], 3%, -8%, 14, -16%, 18, -12%
- OC(CN1CCN(Cc2ccccc2)CC1)c1ccc(F)cc1 (stereo not given)
    8%, -9%, -13%, 3%, 2%, -45, 1%, -18, 2%
- COc1ccc(C(=O)Nc2cccc(-c3nc4ncccc4o3)c2C)cc1OC
    -3%, 2%, i, 0%, 8%, 8, 7%, -24, -15%
- C/C(=N\NC(=O)c1ccc(Cl)cc1)c1ccccn1
    ?, nt, -84%[inhibitor], -4%, ?, -35, 11%, -106*, ?
- COc1cc(/C=C2/NC(=O)N(c3cccc(Cl)c3)C2=O)ccc1O
    18%, -17%[0.397 µM], -9%, 3%, -2%, -8, 20%, -7, -18%
- Cc1ccccc1NC(=O)c1c2c(nc3ccccc13)C(=O)N(C1CCCCC1)C2
    16%, 15%, i, nt, 1%, 1, nt, nt, 1%
- COC(=O)c1ccc(N2CCN(CCNC(=O)Nc3ccc(OC)cc3)CC2)cc1
    7%, -19%, -75%[inhibitor], 0%, -9%, -1, -7%, -25, 7%
- COc1cc(OC)c(N(C)S(=O)(=O)c2cccc(C(=O)OCC(=O)NCc3ccco3)c2)cc1Cl
    -12%, 16%, -10%, 5%, ?, 3, 11%, 2, -14%
- CCc1n[nH]c(=S)n1/N=C/c1cc(OC)cc([N+](=O)[O-])c1O
    -14%, -19%, i, 12%, -2%, -27, 1%, -94*, -5%
- COc1ccc(NC(=O)CSc2nc3sc4c(c3c(=O)n2-c2ccc(OC)cc2)CCN(C)C4)cc1
    ?, 4%, i, -1%, 7%, -6, -3%, -3, -4%
- COc1ccccc1NS(=O)(=O)c1cc2c(cc1Cl)NC(=O)CO2
    11%, 7%[9.22 µM], i, nt, -3%, 0, nt, nt, 1%
- COc1ccc(CCNC(=O)COc2cc(=O)n(C)c3ccccc23)cc1OC
    -3%, -3%, i, 1%, 89%[activator], 4, 18%, 9, 4%
- COC(=O)c1ccc(CSc2ncnc3c2nnn3-c2ccc(OC)cc2)o1
    14%, 11%, -35%[inhibitor][57.5 µM], 0%, 1%, 3, -14%, 18, -1%
- CC(C)=CC(=O)Nc1nnc(-c2ccccc2)s1
    -4%, -5%, -44%[inhibitor][57.5 µM], 0%, 0%, -1, -3%, 4, 0%
- CC(C)c1ccc(OCC(O)CN2CCCC2)cc1 (stereo not given)
    -14%, -5%, -7%, -3%, ?, -13, 4%, -7, 2%

More compounds
Fields: KB-V1 MDR tox, TDP43 rescue, PTHR1 ag, aSyn yeast inh, GLP1R inv ag, D3 ag, GLP1R ag, D3 antag, GLP1R cytotox
- Cc1occc1C(=O)N1CCN(C(=O)C2CCCO2)CC1 (stereo not given)
    0%, -16%, 4%[57.5 µM], 15%, 5%, 5, -1%, 5, -5%
- CCOC(=O)CCC(=O)N1CCOCCN(C(=O)CCC(=O)OCC)CCOCC1
    19%, -12%, i, 0%, 2%, 3, -6%, -5, -3%
- CC(=O)c1ccc(NC(=O)c2cn(-c3ccccc3)nc2-c2ccncc2)cc1
    -1%, 8%, -43%[inhibitor][57.5 µM], 0%, 3%, -6, 2%, -1, 2%
- C/C=C(/C)C(=O)OC1CC(C)(C)C[C@H]2C3=CC[C@@H]4[C@@]5(C)CCC(O[C@@H]6O[C@@H](C(=O)O)[C@@H](O)C(O[C@@H]7OC[C@H](O)[C@@H](O)[C@@H]7O[C@@H]7OC(CO)C(O)[C@@H](O)[C@@H]7O)C6O[C@@H]6OC(CO)C(O)C(O)C6O)[C@@](C)(CO)[C@@H]5CC[C@]4(C)[C@]3(C)CC(O)[C@@]12CO (stereo not given in full)
    -1%, 21%, i, -8%, ?, 22, -7%, -23, ?
- CCOc1cccc2cc(-c3cn4c(n3)sc3cc(C)ccc34)c(=O)oc12
    nt, 7%, i, nt, 1%, -3, nt, nt, 1%
- CN(C)C1N(C(=O)c2ccccc2)N=C2c3ccccc3S(=O)(=O)N21 (stereo not given)
    0%, -10%, i, 5%, 3%, 9, 17%, 10, -9%
- Cc1ccc(C)c(C(=O)COc2ccccc2[N+](=O)[O-])c1
    -15%, ?, i, 2%, 17%, -6, 0%, -24, 52%[activator]
- O=C(NCc1cccnc1)c1ccc(-c2cc(Cl)ccc2Cl)o1
    -4%, 7%, i, 0%, -28%, -6, -4%, -6, -6%
- CC(C)CN1CCc2nc(Nc3ccc(F)cc3F)ncc2C1
    4%, 5%, i, nt, ?, -15, nt, nt, -19%
- CC(C)CC(=O)N1CCN(C(=O)c2ccc(F)cc2)CC1
    ?, -17%, -6%, -5%, 10%, -9, -9%, -11, 1%
- O=C(O)c1ccc(NS(=O)(=O)c2cccc(C(=O)Nc3ccc([N+](=O)[O-])cc3)c2)cc1
    2%, 17%, i, 0%, 11%, 1, 1%, 8, -8%
- CCOC(=O)c1c2n(c3ccc(O)cc13)CCCCC2
    -14%, -3%, -9%[57.5 µM], 5%, -22%, 3, 12%, -4, 7%
- O/N=C1\CCCc2oc3c(c21)CCCC3
    -2%, ?, i, 0%, 0%, -5, 7%, -19, 3%
- Cc1nc2c(C(=O)NCCc3ccc(Cl)cc3)cnn2c(C)c1Cc1ccc(F)cc1
    nt, 20µM*, -72%[inhibitor], nt, -30%, -9, nt, nt, 0%
- O=C(CCl)NNc1nc(-c2ccccc2)c2cc(Cl)ccc2n1
    -25%, -30%[1.82 µM], i, 3%, 187%[activator], -3, 32%, 13, -30%
- Cc1ccccc1SCC(=O)OCC(=O)N1CC(=O)Nc2ccccc21
    ?, 2%, i, 5%[1.84 µM], 13%, 10, 10%, 5, -9%
- Cc1cc(NC(=O)CSc2ccc3nnc(CCNC(=O)c4ccccc4)n3n2)no1
    -8%, 10%, i, 3%, 20%, -10, 2%, 11, 7%
- Cc1cccc(C(=O)NCCc2ccccc2)c1
    9%, ?, -16%, -3%, ?, 10, 2%, -19, -4%
- CC(=O)Oc1ccc(C(=O)Nc2cccc(C(=O)c3cccc(NC(=O)c4ccc(OC(C)=O)cc4)c3)c2)cc1
    17%, -10%, i, 1%, -28%, 3, -1%, 15, -7%
- Cc1cc2nc(SCCOC(=O)Nc3cccc(Cl)c3)nc(C)c2cc1C
    -29%, 0%, i, 8%, ?, 3, 13%, 24, 16%

Next section:
Fields: KB-V1 MDR tox, TDP43 rescue, PTHR1 ag, aSyn yeast inh, GLP1R inv ag, D3 ag, GLP1R ag, D3 antag, GLP1R cytotox
- COc1cccc(CNS(=O)(=O)c2ccc3c(c2)oc(=O)n3C)c1
    -5%, -15%, 15%, -2%, 26%, -16, -4%, -8, 2%
- C=C(C)CNC(=O)c1ccc2nc(Cc3ccc(OC)cc3)oc2c1
    ?, -10%, -72%[inhibitor], 3%, 7%, -6, 2%, -26, 1%
- CCOc1ccc(C(=O)OCc2cc(=O)n3nc(C4CC4)sc3n2)cc1
    5%, 17%, i, nt, 6%, -5, nt, nt, -4%
- CCOC(=O)Cn1cnc2c(nnn2-c2cccc(Cl)c2)c1=O
    0%, 5%, -2%, 9%, 10%, 5, -6%, 11, 8%
- COc1ccc(CC(NC(C)=O)C(=O)N2CCN(C(=O)Nc3cccc(Cl)c3)CC2)cc1OC (stereo not given)
    4%, 5%, -2%, -4%, 22%, -7, -4%, 36, -16%
- Cc1ccc(/C=N/n2nnnc2N)o1
    22%, -4%, -15%[57.5 µM], 0%, 4%, -3, -9%, 11, 6%
- COc1cccc(C(=O)Nc2cccc(-c3ccccc3)c2)c1
    3%, 18µM*, -26%, -1%, ?, -2, 11%, 19, 2%
- Cc1cc(C)c[n+](-c2nc3ccccc3nc2[N-]S(=O)(=O)c2ccc(Cl)cc2)c1
    -1%, 9%, -12%, 8%, -17%, 5, -4%, -7, 15%

3 of these compounds, reformatted:
> Cc1ccc(/C=N/n2nnnc2N)o1
  KB-V1 MDR tox: 22%	TDP43 rescue: -4%	PTHR1 ag: -15%[57.5 µM]	aSyn yeast inh: 0%	GLP1R inv ag: 4%	D3 ag: -3	GLP1R ag: -9%	D3 antag: 11	GLP1R cytotox: 6%
> COc1cccc(C(=O)Nc2cccc(-c3ccccc3)c2)c1
  KB-V1 MDR tox: 3%	TDP43 rescue: 18µM*	PTHR1 ag: -26%	aSyn yeast inh: -1%	GLP1R inv ag: ?	D3 ag: -2	GLP1R ag: 11%	D3 antag: 19	GLP1R cytotox: 2%
> Cc1cc(C)c[n+](-c2nc3ccccc3nc2[N-]S(=O)(=O)c2ccc(Cl)cc2)c1
  KB-V1 MDR tox: -1%	TDP43 rescue: 9%	PTHR1 ag: -12%	aSyn yeast inh: 8%	GLP1R inv ag: -17%	D3 ag: 5	GLP1R ag: -4%	D3 antag: -7	GLP1R cytotox: 15%
